Source: PubChem (National Center for Advancing Translational Sciences (NCATS))
uPA generation: qHTS for Inhibitors of Cell Surface uPA Generation; cell surface uPA generation assay, qHTS; Potency, µM (top dose mostly 38.3 µM), for the others: at the highest dose activity change, negative = inhibition, hits mostly inhibitors; 330,000 tested, 0.31% active; active means well fitted inhibition curve with a large enough effect; inconclusive means small, poorly fitted or top-dose-only effect; inactive means no such curve, though single readings can be large or run the other way; tested in mouse RAW 264.7 cells; further: potency means the concentration at half of the fitted maximal effect; on the % scale 0 is the no-effect control and ±100 the full control effect; nearly all actives have a fitted effect of over 55% in size
B2AR arrestin: qHTS assay of beta-arrestin-biased ligands of beta2-adrenergic receptor. beta-arrestin recruitment to beta2AR, cell-based reporter. Potency, µM (top dose mostly 46.1 µM), without a hit: at the highest dose activation, usual class: activators. 330,000 tested, 0.02% active;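 further: potency means the concentration at half of the fitted maximal effect; 0% = DMSO controls and full agonism = EC100 isoproterenol or metaproterenol; nearly all actives have a fitted effect of over 65% in size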
TCR activator: Activators of T cell receptors: qHTS campaign | primary human leukocytes, anti-CD3, IL-2 HTRF, 48 h | Potency, µM (doses to about 9.22 µM), for the others: at the top dose activation of IL-2 secretion, most hits filed as activators | 330,000 tested, under 10 active; further: % of control where 0% means no effect
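Compounds are tested in HTS on primary human leukocytes co-incubated with a-CD3 beads for 48 hr. IL-2 output is measured by time-resolved FRET.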
USP2a inh: qHTS Assay for Inhibitors of Ubiquitin-specific Protease USP2a Using CHOP2 as the Reporter | Ubiquitin carboxyl-terminal hydrolase 2 (Homo sapiens), O75604 | USP2 core, Ub-CHOP2 coupled fluorogenic reporter, 485/531 | Potency, µM (series often up to 38.3 µM), without a hit: at the highest dose activity change, negative = inhibition, most hits filed as inhibitors | 330,000 tested, 0.01% active | AID 463254, 2010;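 further: potency means the concentration at half of the fitted maximal effect; plate controls were DMSO wells for no effect and full inhibition by NEM control for full effect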
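Cell-free coupled assay: 10nM USP2 core preincubated 30min RT with compound in Tris-HCl pH 8.0/CaCl2/CHAPS buffer, then 25nM Ub-CHOP2 and 25nM reporter substrate; fluorescence (Ex 485/Em 531) read after 60min RT, normalized to NEM inhibition, concentration-response curves fitted.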
Mito fusion yeast: qHTS Assay for Small Molecule Inhibitors of Mitochondrial Division or Activators of Mitochondrial Fusion | 320,000 tested, 0.23% active | Potency, µM (highest dose often 46.1 µM), for inactives: top-dose growth rescue (activation), hits mostly activators | AID 485298, 2010 | S. cerevisiae fusion-defective mutant growth rescue, CellTiterGlo 48 h;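 further: potency means the concentration at half of the fitted maximal effect; % of control where 0% means no effect; nearly all actives have a fitted effect of over 45% in size; temperature-sensitive fusion mutants such as fzo1-1 at 37 °C on non-fermentable ethanol glycerol medium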
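Growth-rescue viability read-out: after 48 h at the non-permissive 37C in glycerol/ethanol YPEG, yeast mitochondrial fusion mutants are measured by CellTiterGlo luminescence; compounds (23 nl pinned per well) restoring growth score as division inhibitors or fusion activators.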
TSHR antag: Antagonists of the Thyroid Stimulating Hormone Receptor: HTS campaign; Thyrotropin receptor (Homo sapiens), P16473; TSHR-expressing cells, TSH-stimulated cAMP HTRF, 2 h; hits give low values; activity change, negative = inhibition, % at 11.5 µM; 330,000 tested, 0.2% active; AID 504810, 2011;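 active means activity change below a set negative limit, meaning inhibition stronger than a set level, cut at about -70% in these data; inconclusive means activity change between two set negative limits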; further: on the % scale 0 is the no-effect control and ±100 the full control effect
Target sequence (P16473 whole entry, looked up): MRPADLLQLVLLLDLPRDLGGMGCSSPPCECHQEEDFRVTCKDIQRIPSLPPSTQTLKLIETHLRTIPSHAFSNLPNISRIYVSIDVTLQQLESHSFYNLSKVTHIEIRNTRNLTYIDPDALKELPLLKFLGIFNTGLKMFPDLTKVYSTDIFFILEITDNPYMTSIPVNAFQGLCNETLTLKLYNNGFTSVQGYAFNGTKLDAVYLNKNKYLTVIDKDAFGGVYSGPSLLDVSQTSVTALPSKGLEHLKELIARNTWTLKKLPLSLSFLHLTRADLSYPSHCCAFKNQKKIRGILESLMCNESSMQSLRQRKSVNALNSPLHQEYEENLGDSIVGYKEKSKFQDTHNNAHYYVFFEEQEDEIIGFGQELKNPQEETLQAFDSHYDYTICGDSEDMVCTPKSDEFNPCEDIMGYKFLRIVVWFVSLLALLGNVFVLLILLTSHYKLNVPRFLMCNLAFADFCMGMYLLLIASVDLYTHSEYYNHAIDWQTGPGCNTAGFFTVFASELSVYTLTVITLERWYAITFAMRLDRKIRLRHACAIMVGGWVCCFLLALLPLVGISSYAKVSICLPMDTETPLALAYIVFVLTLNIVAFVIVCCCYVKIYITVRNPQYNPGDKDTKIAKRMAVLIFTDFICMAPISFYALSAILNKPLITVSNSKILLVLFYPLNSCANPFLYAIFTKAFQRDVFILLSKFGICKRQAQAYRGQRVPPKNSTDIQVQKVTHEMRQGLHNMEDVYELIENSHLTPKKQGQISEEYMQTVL
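TSHR-expressing cells were treated with compounds, then stimulated with TSH at EC80 (4nM final) for 2 hours at 37 deg C. Cellular cAMP was measured by HTRF competition between lysate cAMP and cAMP-d2 for a cryptate-labelled anti-cAMP antibody.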
Chronic BCR inh: qHTS Assay to Find Inhibitors of Chronic Active B-Cell Receptor Signaling; ABC-DLBCL IkBa-CBG/CBR reporter, luminescence ratio, 4 h; Potency, µM (titrated, usually from 46.1 µM), without a hit: at the top dose ratio change, negative = lower green/red ratio, usual class: inhibitors; 340,000 tested, 0.05% active; AID 493014, 2011; active means well fitted inhibition curve with a large enough effect in the signal ratio, with a control signal flat, not every such curve was filed as active; inconclusive means small, poorly fitted or top-dose-only effect, or effect the other way, or a change in a side signal; the % refers to the signal ratio;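 further: potency means the concentration at half of the fitted maximal effect; plate controls were basal doxycycline-induced cells for no effect and cells given 10 µM MG132 for full effect; MG132 reads +100%, hits lower the ratio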
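Compounds up to 46 uM were incubated four hours with TMD8 cells whose green CBG68 luciferase is fused to IkappaBalpha; red CBR luminescence normalised the signal, and concentration-effect curves were fitted to fusion, red and ratio data.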
ELG1 DNA repair: qHTS screen for small molecules that inhibit ELG1-dependent DNA repair in human embryonic kidney (HEK293T) cells expressing luciferase-tagged ELG1; Potency, µM (top dose mostly 46.1 µM), for the others: at the top dose activity change, negative = inhibition, most hits filed as inhibitors; HEK293T ELG1-luciferase reporter, luminescence, 16 h; DNA damage induced by 5-fluorouridine; 330,000 tested, 2.3% active; further: potency means the concentration at half of the fitted maximal effect; on the % scale 0 is the no-effect control and ±100 the full control effect; nearly all actives have a fitted effect of over 55% in size
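Step one: seed 2,000 cells per well. Step two: pin-transfer compound or DMSO alongside 5-fluorouridine. Step three: incubate 16 hr, 37 °C, 5% CO2. Step four: add ONE-Glo, wait 30 min, read luminescence.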
TSG101-PTAP inh: qHTS Assay for Iinhibitors of HIV-1 Budding by Blocking the Interaction of PTAP/TSG101; 340,000 tested, under 10 active; Potency, µM (doses to about 115 µM), without a hit: top-dose activity change, negative = inhibition, actives largely listed as inhibitors; Fluorescence polarization, FITC-PTAP peptide / Tsg101 binding; active means well fitted inhibition curve with a large enough effect in the main read-out, with a control signal flat, not every such curve was filed as active; inconclusive means small, poorly fitted or top-dose-only effect, or effect the other way, or a change in a side signal; inactive means no such curve, though single readings can be large or run the other way; further: potency means the concentration at half of the fitted maximal effect; % of control where 0% means no effect
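Fluorescence polarization binding of Tsg101 binding domain (10 uM final) to FITC-labeled PTAP peptide (50 nM final) in HEPES pH 7.5 buffer with NaCl, Tween 20, EDTA, TCEP. Compounds added before peptide; binding 20 min at RT.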
Tb PFK block: qHTS Assay to Find Inhibitors of T. brucei phosphofructokinase | T. brucei PFK, ADP-Glo luminescence | 330,000 tested, 0.17% active | Potency, µM (series often up to 57.5 µM), inactives show at the highest dose activity, negative = inhibition, usual class: inhibitors;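 further: potency means the concentration at half of the fitted maximal effect; 0% = uninhibited 1x PFK enzyme wells and -100% = no-enzyme wells; nearly all actives have a fitted effect of over 60% in size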
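PFK 1.25 nM, F6P 0.5 mM, ATP 0.1 mM, 0.1 M TEA pH 8.0, 5 mM MgCl2, 0.01% Tween20, 0.1% BSA; 45 min RT. ADP-Glo readout. qHTS titration up to 57 uM; curves fitted, compounds curve-classed.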
Eya2 phos inh: qHTS Assay for Inhibitors of the Phosphatase Activity of Eya2; 330,000 tested, 0.006% active; Potency, µM (top dose mostly 76.9 µM), for inactives: at the top dose activity, negative = inhibition, hits mostly inhibitors; recombinant Eya2, OMFP fluorescence dephosphorylation (OMFP is methylfluorescein phosphate); further: potency means the concentration at half of the fitted maximal effect; on the % scale 0 is the no-effect control and ±100 the full control effect
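Eya2 protein (added as 0.2 uM solution) was preincubated with compound for 10 min at ambient temperature in 50 mM HEPES pH 7.5, 50 mM NaCl, 5 uM MgCl2, 0.05% BSA, 1 mM DTT. OMFP (added at 50 uM) then reacted 10 min; fluorescence read at 485/525 nm.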
Active calls of the source: *; ? = inconclusive; . = not tested or not shown; [ ] = remark or other dose. Unless noted, the call rests on the fitted dose curve; in most records, active means well fitted curve in the direction sought with a large enough effect; inconclusive means small, poorly fitted or top-dose-only effect, or another doubt; inactive means no such curve, though single readings can be large; an effect the other way counts as inactive or inconclusive. Not a hit list (roughly 3% active in at least one column).

SMILES	uPA generation	B2AR arrestin	TCR activator	USP2a inh	Mito fusion yeast	TSHR antag	Chronic BCR inh	ELG1 DNA repair	TSG101-PTAP inh	Tb PFK block	Eya2 phos inh
COc1ccc(-c2ccnc(-c3ccc(OCCCF)cc3)n2)cc1	-11%	-0.3%	-3%	1%	-2%	-12	1%	?	-2%	0%	1%
COCCC(=O)N1CCCC(CNS(=O)(=O)c2ccc(OC)cc2)C1 (configuration not stated)	-13%	-0.5%	6%	-2%	0%	17	2%	0%	1%	-4%	-7%
C=CCn1c(SCC(=O)Nc2c(C)n(C)n(-c3ccccc3)c2=O)nc2sc(C)c(-c3ccccc3)c2c1=O	-2%	-0.8%	-4%	2%	0%	-9	0%	?	-7%	1%	4%
O=c1cc(CSc2nnc(-c3ccco3)o2)c2ccccc2[nH]1	-4%	0.1%	2%	-4%	-3%	-1	-25%	13%	-6%	0%	5%
Cc1cc(=O)[nH]c(SCC(=O)Nc2cc(S(=O)(=O)N3CCCC3)ccc2Cl)n1	3%	-0.1%	-3%	0%	-3%	-13	3%	-2%	-6%	-5%	-1%
Cc1cc(=O)oc2cc(OCC(=O)N3CCN(c4ccc(F)cc4)CC3)ccc12	14%	0.2%	4%	0%	31%	-1	0%	-15%	1%	-13%	-8%
CC(=O)c1cccc(NC(=O)c2ccc(S(=O)(=O)N3CC(C)OC(C)C3)cc2)c1 (configuration not stated)	14%	-0.3%	-1%	3%	0%	-4	0%	-8%	-1%	-6%	-12%
COc1ccc(N2C(=O)C3C4C=CC(C4)C3C2=O)nn1 (configuration not stated)	2%	-0.2%	0%	-2%	3%	5	2%	13%	-5%	-4%	-9%
CCC(C)(C)n1nnnc1C(c1ccncc1)N1CCC(Cc2ccccc2)CC1 (configuration not stated)	-5%	0.2%	1%	4%	?	-4	?	?	-4%	1%	4%
Cc1ccc(NC(=O)Nc2cccc([N+](=O)[O-])c2)cc1F	-21%	-0.2%	-3%[46.1 µM]	1%	3%	?	9%	?	0%	-4%	-6%
CC[C@@H]1C/C=C\Cc2ccccc2[C@H](C(=O)C[C@@H](O)CC(C)=O)OC1=O	6%	-0.1%	-1%	-6%	.	0	1%	-7%	-3%	19%	21%
Cc1ccc(Nc2nc3ccccc3n3nnnc23)cc1	-3%	-0.1%	3%	3%	2%	10	?	1%	-6%	3%	16%
CCCc1nc(SCC(=O)Nc2nnc(SCC)s2)c2c(=O)n(C)c(=O)n(C)c2n1	-6%	-0.7%	-2%	-1%	-1%	-1	7%	14%	-2%	0%	-1%
COC(=O)CSc1nnc(SCc2ccc(Cl)cc2)s1	-1%	0.2%	3%	6%	6%	-12	?	?	-3%	1%	8%
O=C(NC1CC1)C1CCN(C2CCN(C(=O)c3ccc4cccc(F)c4n3)CC2)CC1	-1%	0.2%	.	-2%	-2%	-6	5%	-3%	-3%	1%	-3%
O=C(Nc1nnc(-c2cccc(F)c2)s1)Nc1ccccc1F	1%	0.1%	-2%	0%	2%	7	2%	?	1%	-5%	8%
Cc1ccc(NC(=O)C2CCN(C(=O)NC3CCCCC3)CC2)cc1	-2%	-0.3%	14%[46.1 µM]	-3%	-2%	1	12%	11%	-4%	-4%	4%
COC(=O)c1ccccc1NC(=O)CCNC(=O)Cn1cnc2ccccc2c1=O	-4%	-0.5%	0%	2%	0%	-2	0%	7%	-10%	-6%	-13%
CCCOc1cccc(C2C(C(=O)c3ccc(C)o3)=C(O)C(=O)N2CCN2CCOCC2)c1 (configuration not stated)	-1%	-0.1%	-7%	-2%	-2%	-8	-1%	-4%	-6%	0%	5%
CC(CNC(=O)c1ccc2c(c1)OCO2)c1ccc([N+](=O)[O-])cc1 (configuration not stated)	-3%	-0.2%	-1%	1%	-3%	-5	-8%	-9%	-5%	-2%	?
CC1(C)CC(C(CCN(Cc2ccccc2)C(=O)c2ccco2)c2ccc(F)cc2)CCO1 (configuration not stated)	-10%	0.0%	-9%[46.1 µM]	1%	19%	-1	7%	?	-1%	0%	-13%
CN(C(=O)CC1C(=O)NCCN1CC(c1ccccc1)c1ccccc1)C(C1CC1)C1CC1 (configuration not stated)	6%	-0.4%	4%	-1%	1%	-1	-1%	-2%	-1%	7%	?
COc1ccc(C=C2C(=O)OC(C)(C)OC2=O)cc1OC	-6%	-0.5%	4%	3%	-3%	8	1%	?	-2%	-2%	11%
C=CCN(CC=C)S(=O)(=O)c1ccc(C(=O)Nc2nnc(COC)o2)cc1	?	0.1%	3%	-1%	0%	2	1%	?	-4%	-4%	19%
O=C1Oc2ccccc2C(=O)/C1=C/c1ccccc1O	4%	-0.3%	-9%	8%	-3%	-3	?	-3%	-1%	13%	27%
O=C(O)c1cccn1Cc1ccccc1F	.	-0.6%	2%	2%	-4%	6	-1%	-4%	-11%	-4%	1%
CCOc1cc(C)c(Cl)cc1S(=O)(=O)NCC1CCCO1 (configuration not stated)	-1%	0.9%	6%	-1%	-3%	8	-5%	0%	1%	18%	10%
CCOc1ccccc1NS(=O)(=O)c1ccc2c(c1)N(C)CCO2	4%	-0.4%	-3%	4%	?	4	0%	-6%	-9%	-7%	6%
CC(NC(=O)C(C)N1c2cccc3cccc(c23)S1(=O)=O)c1ccccc1 (configuration not stated)	2%	2.6%	-6%	-2%	-9%	-6	2%	?	-6%	-4%	6%
COc1cc2[nH]c(=O)n(CCCC(=O)NC3CCCCC3)c(=O)c2cc1OC	0%	0.3%	-1%	4%	7%	-8	-1%	-5%	-1%	1%	-4%
O=C(NC1CCCCC1)c1cc(F)cc2c1OCOC2	-5%	-0.4%	0%	-6%	2%	-6	6%	-3%	2%	-1%	-2%
Cc1cccc(-n2nc3c(c2NC(=O)c2ccco2)CS(=O)C3)c1C (configuration not stated)	-5%	-0.2%	0%	4%	-1%	16	0%	0%	-2%	-3%	-5%

Complete entries, quoted from the list. Order of screens: uPA generation | B2AR arrestin | TCR activator | USP2a inh | Mito fusion yeast | TSHR antag | Chronic BCR inh | ELG1 DNA repair | TSG101-PTAP inh | Tb PFK block | Eya2 phos inh
`CCOc1cc(C)c(Cl)cc1S(=O)(=O)NCC1CCCO1` (configuration not stated) across the screens: -1% | 0.9% | 6% | -1% | -3% | 8 | -5% | 0% | 1% | 18% | 10%
`O=C(O)c1cccn1Cc1ccccc1F` across the screens: . | -0.6% | 2% | 2% | -4% | 6 | -1% | -4% | -11% | -4% | 1%
`C=CCN(CC=C)S(=O)(=O)c1ccc(C(=O)Nc2nnc(COC)o2)cc1` across the screens: ? | 0.1% | 3% | -1% | 0% | 2 | 1% | ? | -4% | -4% | 19%
`CN(C(=O)CC1C(=O)NCCN1CC(c1ccccc1)c1ccccc1)C(C1CC1)C1CC1` (configuration not stated) across the screens: 6% | -0.4% | 4% | -1% | 1% | -1 | -1% | -2% | -1% | 7% | ?
`O=C1Oc2ccccc2C(=O)/C1=C/c1ccccc1O` across the screens: 4% | -0.3% | -9% | 8% | -3% | -3 | ? | -3% | -1% | 13% | 27%
